# CHRM1 PAM – positive allosteric modulators of human M1 muscarinic receptor; P11229; CHO-K1 hM1, Fluo-8 calcium fluorescence, ACh EC20; 0% = ACh EC20, 100% = maximal ACh; activation, % at 3 µM; 360,000 compounds, 0.088% hits; in the data active = activation above about 19%, passing the limit was not always enough
# Target sequence (P11229 whole entry, looked up): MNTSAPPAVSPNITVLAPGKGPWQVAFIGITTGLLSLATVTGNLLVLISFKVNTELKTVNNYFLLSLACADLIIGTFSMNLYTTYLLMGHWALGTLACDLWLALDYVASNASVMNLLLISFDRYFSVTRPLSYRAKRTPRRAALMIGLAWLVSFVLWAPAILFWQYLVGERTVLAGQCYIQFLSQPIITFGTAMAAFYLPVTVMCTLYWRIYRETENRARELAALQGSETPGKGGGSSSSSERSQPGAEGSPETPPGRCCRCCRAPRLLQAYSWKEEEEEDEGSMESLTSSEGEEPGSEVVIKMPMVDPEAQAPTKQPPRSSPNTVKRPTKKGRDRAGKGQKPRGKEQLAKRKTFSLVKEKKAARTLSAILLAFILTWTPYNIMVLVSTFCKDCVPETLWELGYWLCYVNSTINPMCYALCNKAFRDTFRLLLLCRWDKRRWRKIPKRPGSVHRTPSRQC
# CHRM1 antagonist – antagonists of human M1 muscarinic receptor; P11229; CHO-K1 hM1, Fluo-8 calcium fluorescence, ACh EC80 antagonist; inhibition, % at 3 µM; 360,000 compounds, 1.3% hits; AID 588852;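 active = percent inhibition above its own plate's cutoff, namely the mean of that plate's compound wells plus 3 SD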;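 also: peak over basal fluorescence ratio during 140 s after agonist addition; 0% = ACh EC80 plus DMSO and 100% = DMSO alone without agonist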
# M1 ag – human M1 muscarinic receptor agonism. P11229. CHO-K1 hM1, Fluo-8 calcium fluorescence, agonist mode; 0% DMSO, 100% acetylcholine EC100. activation, % at 3 µM. 360,000 compounds, 0.33% hits;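 active = activation above the run's mean compound activation plus 3 SD, cut at about 16% in these data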;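 also: peak over basal fluorescence ratio within a 140 s kinetic read after compound addition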
# CHO parental Ca – counter-screen: ATP calcium response change in parental CHO cells; inhibition, % at 5.6 µM; parental CHO-K1, ATP-induced calcium, Fluo-8 fluorescence; AID 463079; 330,000 compounds, 0.63% hits;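 active = inhibition above that plate's mean sample inhibition plus 3 SD, cut at about 26% in these data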;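 also: 0% = ATP-challenged DMSO wells and 100% = DMSO wells without ATP; some compounds past the cut are filed as inactive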
#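 Material: parental CHO cells / Compound: single nominal dose of 5.6 µM per compound / Signal: Fluo-8 fluorescence / Replicates: singlicate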
# CHO-K1 Ca antag – counter-screen for M1 antagonists: effect in parental CHO-K1 cells. ATP-induced calcium, Fluo-8 fluorescence. inhibition, % at 3 µM. 360,000 compounds, 0.6% hits;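 active = inhibition above a per-plate cutoff, the plate's mean sample inhibition plus 3 SD, cut at about 24% in these data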;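 also: 0% = DMSO plus EC80 ATP and 100% = DMSO alone without ATP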
# CHRM4 antagonist – CHRM4 antagonism in calcium assay; CHO-hM4 cells, ACh EC80, Fluo-8 calcium fluorescence; 360,000 compounds, 0.73% hits; P08173; AID 624125; inhibition, % at 3 µM;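 active = inhibition above its plate's cutoff, the mean inhibition of sample wells plus 3 SD, cut at about 27% in these data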;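 also: 0% = acetylcholine EC80 with DMSO and 100% = DMSO without agonist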
# Target sequence (P08173 whole entry, looked up): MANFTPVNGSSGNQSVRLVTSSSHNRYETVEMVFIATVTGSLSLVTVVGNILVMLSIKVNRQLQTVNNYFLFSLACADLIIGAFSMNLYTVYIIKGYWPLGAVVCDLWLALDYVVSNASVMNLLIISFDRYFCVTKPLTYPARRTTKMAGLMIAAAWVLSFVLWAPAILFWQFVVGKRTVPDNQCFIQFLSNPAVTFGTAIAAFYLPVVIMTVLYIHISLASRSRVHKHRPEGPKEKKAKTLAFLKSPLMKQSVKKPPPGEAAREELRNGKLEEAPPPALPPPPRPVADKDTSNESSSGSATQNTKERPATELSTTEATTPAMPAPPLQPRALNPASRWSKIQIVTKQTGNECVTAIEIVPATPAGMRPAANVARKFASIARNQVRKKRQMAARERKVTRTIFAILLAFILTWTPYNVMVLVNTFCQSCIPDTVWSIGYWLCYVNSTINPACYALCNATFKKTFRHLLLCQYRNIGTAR
# CHRM4 agonist – agonists of human muscarinic M4 receptor (CHRM4); P08173; activation, % at 3 µM; 360,000 compounds, 0.14% hits; CHO-K1 hM4/Gqi5, Fluo-8 calcium fluorescence; vehicle 0%, full acetylcholine response 100%;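 active = activation above the run mean over all test wells plus 3 SD, cut at about 32% in these data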;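 also: peak over basal fluorescence ratio per well then scaled between controls; 0% = DMSO wells and 100% = acetylcholine at EC100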
# OXTR potentiator – human OXTR potentiation; CHO-OTR cells, Fluo-8 calcium fluorescence, potentiator mode; 0% = oxytocin EC15, 100% = EC100; AID 2445; 320,000 compounds, 0.061% hits; activation, % at 3 µM; P30559;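 active = activation above that plate's cutoff, the mean activation of tested compounds plus 3 SD, cut at about 6.6% in these data, passing the limit was not always enough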;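 also: 100% uses oxytocin at 75 nM as the full agonist control; some results filed as inactive read as strong as hits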
#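 Measured by – Fluo-8 calcium dye fluorescence · Test system – human OTR in CHO cells · Dosing – one concentration, 3.0 µM compound · Controls – EC15 oxytocin alone as 0%, 75 nM oxytocin as 100% · Evaluation – normalized max/min fluorescence ratio, % activation · Timing – 6 min pre-incubation, 100 s read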
# CHO-K1 Ca ag – counter-screen for M1 agonists: effect in parental CHO-K1 cells; activation, % at 3 µM; 360,000 compounds, 0.48% hits; Fluo-8 calcium fluorescence; scaled to maximal ATP response, vehicle zero; in the data active = activation above about 15%;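 also: untransfected CHO-K1 host cells lacking M1 receptor as counterscreen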
# The depositor's hits bear a star; / = not tested or not shown.
# Start of the data: the first five records, ahead of the listing:
mol | CHO-K1 Ca antag | CHRM4 antagonist | CHRM1 antagonist | CHRM4 agonist | CHRM1 PAM | M1 ag | CHO parental Ca | CHO-K1 Ca ag | OXTR potentiator
O=C(CS(=O)(=O)c1ccccc1)c1cc2ccccc2oc1=O | -10 | 0 | -5 | 3 | 9 | -1 | -10 | 1.2 | -9
Cc1ccc(NC(=O)Cn2cc(S(=O)(=O)c3ccccc3)c(=O)c3cc(F)ccc32)cc1 | 0 | -18 | -2 | 1 | 14 | 3 | -6 | -0.1 | -5
CC1Sc2ccc(S(=O)(=O)N3CCC(C(=O)NCc4ccco4)CC3)cc2NC1=O (stereo unspecified) | -2 | -18 | -7 | 3 | 9 | -3 | -11 | 1.0 | -5
CC1CN(C(=O)COc2coc(CN3CCc4ccccc4C3)cc2=O)CC(C)O1 (stereo unspecified) | -9 | -7 | 5 | 1 | 1 | -1 | -13 | 0.4 | 3
CCN(CC(=O)Nc1ccccc1OC)CC(=O)Nc1ccccc1-c1ccccc1 | 2 | -5 | -9 | 2 | 6 | -5 | -22 | 5.5 | 2

# The listing (from the top)
mol | CHO-K1 Ca antag | CHRM4 antagonist | CHRM1 antagonist | CHRM4 agonist | CHRM1 PAM | M1 ag | CHO parental Ca | CHO-K1 Ca ag | OXTR potentiator
O=C(CS(=O)(=O)c1ccccc1)c1cc2ccccc2oc1=O | -10 | 0 | -5 | 3 | 9 | -1 | -10 | 1.2 | -9
Cc1ccc(NC(=O)Cn2cc(S(=O)(=O)c3ccccc3)c(=O)c3cc(F)ccc32)cc1 | 0 | -18 | -2 | 1 | 14 | 3 | -6 | -0.1 | -5
CC1Sc2ccc(S(=O)(=O)N3CCC(C(=O)NCc4ccco4)CC3)cc2NC1=O (stereo unspecified) | -2 | -18 | -7 | 3 | 9 | -3 | -11 | 1.0 | -5
CC1CN(C(=O)COc2coc(CN3CCc4ccccc4C3)cc2=O)CC(C)O1 (stereo unspecified) | -9 | -7 | 5 | 1 | 1 | -1 | -13 | 0.4 | 3
CCN(CC(=O)Nc1ccccc1OC)CC(=O)Nc1ccccc1-c1ccccc1 | 2 | -5 | -9 | 2 | 6 | -5 | -22 | 5.5 | 2
c1ccc(Cn2nnnc2C(c2ccccn2)N2CCOCC2)cc1 (stereo unspecified) | -6 | -1 | -5 | 1 | 17 | 4 | 1 | -0.4 | -2
COC(=O)c1cc2ccsc2n1Cc1cc(=O)n2ccccc2n1 | -3 | 14 | 77* | 1 | -37 | -12 | -10 | 0.6 | -2
CCOc1ccccc1NC(=O)C1CCN(c2ccc(S(=O)(=O)N3CCCC3)cc2)CC1 | 2 | 21 | 1 | 4 | -2 | -6 | -15 | 1.6 | -6
O=S(=O)(c1ccc(F)cc1)c1nc(-c2ccco2)oc1NCCCn1ccnc1 | 0 | -11 | 11 | 1 | -4 | -2 | / | 0.2 | /
COc1cccc(CN2C(=O)Nc3ccccc3C(=O)N2C(C)(C)C)c1 | 6 | -6 | -18 | 1 | 19 | 0 | -5 | 0.1 | 4
CC(C)N(C)Cc1nnnn1CC(=O)NCCc1cccc(C(F)(F)F)c1 | 23 | -2 | -9 | 0 | 8 | -1 | -16 | 0.8 | -9
CC(=O)Nc1ccc(S(=O)(=O)NCCOc2ccc(Cl)cc2C)cc1 | -6 | 5 | 1 | 8 | -6 | -1 | -2 | 5.9 | -14
O=C(NCc1ccco1)c1nn2c(C(F)(F)F)cc(-c3cccs3)nc2c1Br | 0 | 6 | 0 | 3 | -1 | -5 | -6 | 0.9 | -9
Cc1ccn2c(=O)nc(SCC(=O)c3ccc(Cl)cc3)nc2c1 | -9 | -6 | -4 | 3 | 7 | -5 | -9 | 1.3 | 1
O=C(NCCn1cc(SCc2ccccc2)c2ccccc21)c1c(F)cccc1F | 3 | 8 | 20 | 10 | -14 | -4 | 70* | 3.3 | -8
O=C(CNS(=O)(=O)c1c(Cl)cccc1Cl)OCC(=O)N1CCN(c2ccccc2)CC1 | 26* | 7 | 13 | 3 | -6 | -7 | -1 | 1.1 | 2
Cc1cccc(OCCNc2cc(N3CCN(CCO)CC3)ccc2[N+](=O)[O-])c1 | -6 | 7 | 1 | 7 | -1 | -10 | -13 | 3.6 | -14
O=C(CN1CCCN(Cc2ccc(F)cc2Cl)C1=O)NC1CCCCCCC1 | -11 | 8 | 3 | 4 | -1 | -5 | -30 | 5.0 | -7
COc1ccc(S(=O)(=O)N2CCN(C(=O)CCCN3C(=O)NC4(CCCC4)C3=O)CC2)cc1 | -3 | 0 | -3 | 2 | 5 | -3 | / | 0.0 | /
CCOC(=O)C1C(c2ccc(Cl)cc2)NC(=S)NC1(O)C(F)(F)F (stereo unspecified) | -14 | -3 | 4 | 1 | -6 | -8 | -12 | 2.1 | -5

# Single records, from the list above:
# Profile of O=C(NCc1ccco1)c1nn2c(C(F)(F)F)cc(-c3cccs3)nc2c1Br : CHO-K1 Ca antag = 0; CHRM4 antagonist = 6; CHRM1 antagonist = 0; CHRM4 agonist = 3; CHRM1 PAM = -1; M1 ag = -5; CHO parental Ca = -6; CHO-K1 Ca ag = 0.9; OXTR potentiator = -9
# Profile of CCOC(=O)C1C(c2ccc(Cl)cc2)NC(=S)NC1(O)C(F)(F)F (stereo unspecified) : CHO-K1 Ca antag = -14; CHRM4 antagonist = -3; CHRM1 antagonist = 4; CHRM4 agonist = 1; CHRM1 PAM = -6; M1 ag = -8; CHO parental Ca = -12; CHO-K1 Ca ag = 2.1; OXTR potentiator = -5

# (more compounds)
mol | CHO-K1 Ca antag | CHRM4 antagonist | CHRM1 antagonist | CHRM4 agonist | CHRM1 PAM | M1 ag | CHO parental Ca | CHO-K1 Ca ag | OXTR potentiator
OCCC1CN(Cc2cccn2-c2nccs2)CCN1C1CCCCC1 (stereo unspecified) | 6 | -10 | 0 | 2 | -7 | -12 | -19 | 2.3 | -3
CC(=O)NCCc1nc2cc(NC(=O)c3ccccc3)ccc2n1C | -5 | 2 | 2 | 9 | 0 | -4 | -8 | 2.5 | 2
COc1ccccc1C1/C(=C(/O)c2cnn(-c3ccccc3)c2C)C(=O)C(=O)N1CCN(C)C (stereo unspecified) | -15 | -9 | -13 | 1 | 10 | -3 | / | 0.3 | /
Nc1ccccc1Oc1ncc(C(F)(F)F)cc1Cl | -8 | -3 | -33 | 0 | 8 | -6 | -10 | -0.3 | -5
CC(=O)c1c(C)cc(C)c(CSc2nc(C)cc(=O)[nH]2)c1C | -11 | -10 | 5 | -2 | -3 | -4 | -18 | 0.3 | -12
Cc1cc(CN(C)C(=O)CC2C(=O)NCCN2Cc2ccc(-c3ccccc3)cc2)on1 (stereo unspecified) | -11 | 3 | -7 | 1 | 3 | -2 | -26 | 2.0 | -6
CC12CC3(C)CC(C)(C1)CC(C(=O)NCC(=O)O)(C2)C3 | -2 | 6 | -5 | 1 | 14 | -5 | 0 | 1.8 | -6
CC(C)C(NC(=O)OCc1ccccc1)C(=O)NC(Cc1c[nH]c2ccccc12)C(=O)O (stereo unspecified) | -5 | -2 | 0 | 1 | 6 | -5 | / | 0.9 | /
Cc1nc(N2CCOCC2)sc1C=O | 0 | 0 | 2 | 1 | 3 | -5 | -7 | 0.1 | -10
COc1ccc(C2OC[C@H]3O[C@H](O)[C@H](NC(C)=O)[C@@H](O)[C@@H]3O2)cc1 (stereo partly specified) | 2 | 2 | -6 | 1 | 13 | -6 | / | -0.4 | /
CN(Cc1nc(-c2cccnc2)no1)S(=O)(=O)c1ccc(Br)cc1 | 15 | 6 | -11 | 2 | 7 | -2 | -10 | 1.3 | -9
CCOC(=O)Cc1csc(N)n1 | -20 | -9 | -7 | 1 | 14 | 1 | -11 | 0.0 | -5
O=C(CN(Cc1ccccc1)C(=O)CCC(=O)Nc1ccccn1)NCCc1ccccc1 | -17 | -8 | -11 | 1 | 12 | -5 | -12 | 1.4 | -8
COc1ccc(-n2c(Cc3cccn3C)nnc2SCC(=O)NCC2CCCO2)cc1 (stereo unspecified) | -3 | -19 | -15 | 1 | 9 | -3 | -7 | 0.3 | -5
CN(CCC(=O)c1ccccc1)CCC(=O)c1ccccc1 | -16 | 4 | 12 | 1 | -7 | -3 | / | 0.6 | /
O=C(NCC1CCCO1)c1cccc(Br)c1 (stereo unspecified) | -1 | 14 | -11 | 0 | 11 | -4 | 3 | 0.4 | 6
Cc1ccc(-c2nnc(SCC(=O)Nc3nc4c(s3)CCCC4)n2C)cc1 | -14 | 0 | 5 | -1 | -4 | -7 | -5 | -0.8 | 0
COc1cccc2cc(C(=O)NCCN3CCOCC3)c(=O)oc12 | -4 | -1 | -16 | 0 | 19 | -4 | -13 | 1.1 | 8
Cc1ccc(NC(=O)NCc2cccnc2)cc1Cl | -12 | -5 | -9 | 2 | 7 | -2 | -5 | 1.1 | -8
CC(=O)N1c2ccc(S(=O)(=O)NCC3CCC(C(=O)N(C)Cc4ccccc4)CC3)cc2CC1C (stereo unspecified) | -13 | 7 | 0 | 13 | -2 | -1 | -25 | 12 | -16
C=C(C)c1cccc(C(C)(C)NC(=O)NCC2COCCO2)c1 (stereo unspecified) | 16 | -16 | -8 | 0 | 9 | 0 | -4 | 0.0 | -11
CCc1cc(=O)oc2cc(C)cc(OC(C)C(=O)NCCCn3ccnc3)c12 (stereo unspecified) | -17 | -2 | -4 | 2 | 7 | -5 | 13 | 0.3 | 1
CCCCOC(=O)c1ccc(OC(=O)N2CCOCC2)cc1 | -10 | 5 | 2 | 5 | -3 | -4 | 16 | 4.4 | -6
COCCn1c(N)c(C#N)c2nc3ccccc3nc21 | -23 | 5 | -6 | 1 | 5 | -3 | -7 | 0.1 | 5
CN(CC(=O)NCc1ccco1)CC(=O)Nc1cc(S(C)(=O)=O)ccc1Cl | -14 | -3 | -3 | 0 | 0 | -3 | / | 1.9 | /
COC(=O)/C=c1/s/c(=C(/C#N)C(=O)NCc2ccccc2)n(-c2ccccc2)c1=O | -5 | -8 | 2 | 0 | -2 | -5 | -13 | 0.3 | -25

# Screening data deposited in PubChem by The Scripps Research Institute Molecular Screening Center.
